GSH fluor: compound fluorescence on glutathione beads, profiling panel, artefact control, biophysical, 488/530 nm, flow cytometry. GSH beads flow cytometry, compound fluorescence 488/530 nm; active compounds read high. fluorescence (KMESF) at 10 µM. 0.25% of 190,000 active; in the data active = fluorescence above about 89;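 also: glutathione beads carrying GST-tagged Bcl family fusion proteins plus one bare bead set; values are compound well signal with DMSO vehicle wells as background; inactives centre near 16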
Bcl-B Bim block: inhibitors of Bim-Bcl-B binding, primary screen, biochemical, multiplexed, human Bcl-2 family. bead-based flow cytometry, Bim peptide-Bcl-B binding. 0.073% of 190,000 active. inhibition, % at 10 µM. AID 951, 2007. Bcl-2-like protein 10 (Homo sapiens), Q9HD36;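 also: 0% = tracer peptide without compound and 100% = reference inhibitor peptide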
RGS7-Gao: RGS7-Galphao binding modulators, primary screen, biochemical, multiplexed bead flow cytometry; Guanine nucleotide-binding protein G(o) subunit alpha (Homo sapiens), P09471; actives lie on both sides; binding response (% of control), % at 10 µM; 0.35% of 220,000 active; AID 1439, 2008; in the data active = binding response below about 49% or above about 150%; inconclusive = no clear call, values can overlap the other calls; inactive = in between;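 also: fluorescent Galphao held in activated GDP-AlF4 state binding bead-coupled RGS7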
Bim-Bfl-1: inhibitors of Bim binding to Bfl-1, primary screen, biochemical, multiplexed, bead-based flow cytometry | Bcl-2-related protein A1 (Homo sapiens), Q16548 | inhibition, % at 10 µM | 0.12% of 190,000 active | Bim-Bfl-1 binding inhibition;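 also: 0% = wells without compound plus tracer and 100% = blocker peptide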
RGS4-Gao reg: modulators of RGS4 binding to Galphao, primary screen, biochemical, multiplexed bead flow cytometry. AID 1415, 2008. actives lie on both sides. Guanine nucleotide-binding protein G(o) subunit alpha (Homo sapiens), P09471. 0.33% of 220,000 active. binding response (% of control), % at 10 µM; in the data active = binding response below about 49% or above about 150%; inactive = in between;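 also: fluorescent Galphao activated with aluminum fluoride binding bead-coupled RGS4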
Avidin fluor: green autofluorescence of compounds with avidin beads – biophysical, 488/530 nm, flow cytometry, artefact control, profiling panel; 0.38% of 220,000 active; fluorescence (KMESF) at 10 µM; compound fluorescence 488/530 nm; active compounds read high; in the data active = fluorescence above about 47; also: inactives centre near 10
Bim-Bcl-2: inhibitors of Bim-Bcl-2 binding, primary screen, biochemical, multiplexed, human Bcl-2 family; Apoptosis regulator Bcl-2 (Homo sapiens), P10415; Bead-based flow cytometry, Bim peptide-Bcl-2 binding; inhibition, % at 10 µM; 0.06% of 190,000 active; AID 950, 2007; in the data active = inhibition above about 40%; inconclusive = no clear call, values can overlap the other calls;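 also: 0% = no compound wells with probe peptide and 100% = reference peptide inhibitor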
Bcl-XL Bim block: inhibitors of Bim-Bcl-XL binding, primary screen, biochemical, multiplexed, bead flow cytometry, human Bcl-XL | inhibition, % at 10 µM | 0.04% of 190,000 active | Bcl-2-like protein 1 (Homo sapiens), Q07817 | Bim peptide-Bcl-XL binding, fluorescence | AID 1007, 2008
ABCB1 inh: ABCB1 efflux pump inhibitors, primary screen, cell-based, multiplex, flow cytometry, ABCG2 counter-screen; ATP-dependent translocase ABCB1 (Homo sapiens), P08183; AID 1326, 2008; inhibition, % at 6.6 µM; 0.067% of 190,000 active; CCRF-Adr cells, JC-1 efflux; in the data active = inhibition above about 40%;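 also: 0% = vehicle and 100% = reference inhibitor; higher value means more JC-1 retained so stronger ABCB1 efflux block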
Target sequence (P08183 whole entry, looked up): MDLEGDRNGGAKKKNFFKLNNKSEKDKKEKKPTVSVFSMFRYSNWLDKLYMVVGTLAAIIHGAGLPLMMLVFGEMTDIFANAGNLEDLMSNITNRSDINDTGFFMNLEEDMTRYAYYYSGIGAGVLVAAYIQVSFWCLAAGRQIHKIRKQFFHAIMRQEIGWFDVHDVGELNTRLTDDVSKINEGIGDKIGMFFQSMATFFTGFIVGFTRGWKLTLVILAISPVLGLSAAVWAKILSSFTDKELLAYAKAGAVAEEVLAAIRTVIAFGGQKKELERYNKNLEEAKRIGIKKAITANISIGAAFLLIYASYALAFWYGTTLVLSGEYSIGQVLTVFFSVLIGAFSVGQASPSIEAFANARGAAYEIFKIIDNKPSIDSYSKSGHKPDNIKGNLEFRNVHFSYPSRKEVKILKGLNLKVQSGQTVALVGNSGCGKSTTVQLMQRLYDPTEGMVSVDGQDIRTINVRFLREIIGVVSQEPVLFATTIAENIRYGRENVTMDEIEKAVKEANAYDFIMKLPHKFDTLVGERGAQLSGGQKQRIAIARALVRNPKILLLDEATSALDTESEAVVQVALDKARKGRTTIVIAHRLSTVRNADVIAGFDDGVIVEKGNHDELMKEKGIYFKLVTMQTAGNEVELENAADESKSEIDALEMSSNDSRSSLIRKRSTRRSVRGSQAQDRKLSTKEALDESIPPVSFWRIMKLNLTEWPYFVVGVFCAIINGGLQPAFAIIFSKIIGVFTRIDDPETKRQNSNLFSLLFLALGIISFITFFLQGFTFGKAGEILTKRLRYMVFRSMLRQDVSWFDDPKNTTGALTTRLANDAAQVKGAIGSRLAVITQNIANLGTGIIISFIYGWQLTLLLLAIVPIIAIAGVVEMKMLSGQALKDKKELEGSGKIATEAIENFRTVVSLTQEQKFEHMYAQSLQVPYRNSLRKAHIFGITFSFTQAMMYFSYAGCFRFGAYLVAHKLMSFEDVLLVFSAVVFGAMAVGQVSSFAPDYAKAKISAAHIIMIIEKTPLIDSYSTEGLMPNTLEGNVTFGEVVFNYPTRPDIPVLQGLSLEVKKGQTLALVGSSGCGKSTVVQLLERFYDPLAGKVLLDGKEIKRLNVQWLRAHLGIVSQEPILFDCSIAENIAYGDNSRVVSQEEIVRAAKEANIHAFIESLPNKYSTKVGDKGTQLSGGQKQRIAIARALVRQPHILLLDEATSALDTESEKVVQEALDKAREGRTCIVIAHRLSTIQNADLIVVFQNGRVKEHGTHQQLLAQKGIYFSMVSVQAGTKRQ
Bcl-W Bim block: inhibitors of Bim binding to Bcl-W, primary screen, biochemical, multiplexed, bead-based flow cytometry; Bcl-2-like protein 2 (Homo sapiens), Q92843; Bim peptide-Bcl-W binding; 0.02% of 190,000 active; inhibition, % at 10 µM;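 also: 0% = bound tracer without compound and 100% = peptide blocker; higher means less fluorescent Bim peptide bound to Bcl-W beads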
ABCG2 block: ABCG2 efflux pump inhibitors, primary screen, multiplex with ABCB1, IgMXP3 cells, flow cytometry; inhibition, % at 6.6 µM; AID 1325, 2008; JC-1 efflux; 0.1% of 190,000 active;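 active = inhibition above 80%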;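 also: 0% = DMSO and 100% = nicardipine control wells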
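Read-out basis: Efflux inhibition in percent versus controls | Test system: ABCG2 IgMXP3 and barcoded ABCB1 CCRF-Adr cell mix | Quantity: 3 million cells/mL in well | Schedule: 10 min at 25 °C | Control set: Nicardipine as high control, DMSO as low control | Reagent: JC-1 as fluorescent efflux pump substrate | Signal: Flow cytometry of retained JC-1 fluorescence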
Numbers without * were called inactive; ? = inconclusive; & = joins results of further samples. Rule as the data show it, unless noted: active = inhibition above about 40%.

SMILES	GSH fluor	Bcl-B Bim block	RGS7-Gao	Bim-Bfl-1	RGS4-Gao reg	Avidin fluor	Bim-Bcl-2	Bcl-XL Bim block	ABCB1 inh	Bcl-W Bim block	ABCG2 block
Cc1cc(C)c2nc(-c3ccccn3)cc(C(=O)n3cccn3)c2c1	17	0	?	-2	103	9	-2	-1	1.5	0	28
CCCC(=O)C1=C(O)C(C(=O)OC)C(C)(C)CC1=Nc1cccc2ccccc12 (stereo unspecified)	20	-1	103	1	100	5	-2	-2	0.7	-3	2
OC(CN1CCOCC1)CN(c1ccccc1)c1ccccc1 (stereo unspecified)	23	-2	100	-2	106	37	-3	-1	1.3	-2	4
Cc1cccnc1-n1c(CCN2C(=O)c3ccccc3C2=O)nc2ccccc2c1=O	13	-8	102	-2	102	21	3	-6	0.5	-6	2
C1=C(c2ccccc2)N2CCN=C2S1	4	-4	92	-5	89	8	-2	-4	0.2	1	1
COCCNC(=O)CS(=O)Cc1nc(-c2ccc(OC)cc2)oc1C (stereo unspecified)	15	-7	99	-5	103	24	-5	-6	0.8	-3	5
CCCC(=O)O[C@@H]1C[C@@H](C)N(C(=O)c2ccccc2)c2ccc(C)cc21	40	-5	101	-14	100	9	-9	0	2.2	0	9
COc1ccc(C(=O)n2nnc3ccccc32)cc1Br	34	7	110	7	100	17	7	3	0.2	7	-1
COCCCNC(=O)/C(C#N)=C/c1ccc(F)cc1	12	-2	?	-5	91	11	0	0	0.0	-2	5
CC(=O)Nc1ccc(Nc2cc(C)nc3c(-c4ccccc4)c(C)nn23)cc1	8	-3	107	-1	103	8	-6	-4	7.0	0	11
Cc1cccc(NC(=O)CSc2nnc([C@@H](N)Cc3ccccc3)o2)c1C	35	-9	99	-14	100	14	-11	-7	-0.7	0	13
COc1cc(C2C3=C(CC(C)(C)CC3=O)OC(N)=C2[N+](=O)[O-])ccc1O (stereo unspecified)	12	-9	94	-3	96	11	-4	-5	0.5	-2	1
Cc1cc(C)c2cc(C)c(SCC(=O)NCc3ccco3)nc2c1	15	-7	97	-7	104	11	-5	-2	1.1	-2	12
O=C(CSc1nc2ccccc2c(=O)n1-c1ccccc1)N1CCN(CCO)CC1	10	0	106	-2	109	24	-1	-2	0.5	0	2
O=C(Nc1ccc(Cl)c(C(F)(F)F)c1)C(=O)N1CCCCC1	10	-6	95	-3	97	5	-8	-10	0.2	-7	32
COc1cccc(OC)c1OCCCCn1cnc2ccccc2c1=O	18	-3	97	-7	95	8	-4	-4	0.5	-1	2
COc1ccc(-c2nc(-c3cccc(C)c3)nc(N3CCN(C)CC3)c2C#N)cc1	6	1	104	0	103	17	1	3	4.3	0	7
COC(=O)N/N=C/c1cn(CCCOc2ccccc2)c2ccccc12	11	-14	97	-11	102	15	-8	-10	0.6	0	44
Cn1c(NC(=O)c2cc(-c3ccc4c(c3)OCO4)nc3ccccc23)cc(=O)n(C)c1=O	20	1	96	-1	101	37	0	3	0.2	-4	0
CN(C)c1ccc(NC(=O)CN2CCC(O)(c3ccccc3)CC2)cc1	9	-5	99	-6	97	10	-2	-1	0.5	-2	1
O=C1CSC(c2ccc(Cl)cc2Cl)N1c1ccccn1 (stereo unspecified)	5	-6	100	-1	102	3	0	-6	0.0	-1	1
CCOC(=O)c1cc(-c2ccc(/C=N\n3cnnc3)o2)ccc1Cl	13	2	108	-2	101	7	1	2	0.6	2	8
O=C(O)CCc1nc2cccnc2n1Cc1ccccc1	33	-7	98	-21	99	13	-13	-6	2.6	0	46
O=C(Cn1c(=O)n(-c2ccc(F)cc2)c(=O)c2sccc21)NC1CCCCC1	14	-7	103	-6	98	15	-6	-2	0.6	-3	0
O=C(NCc1nnc(SCc2ccc(C(F)(F)F)cc2)n1-c1ccccc1)C12CC3CC(CC(C3)C1)C2	16	-7	95	-14	101	6	-7	-8	4.8	-3	18

Ordered by value in Avidin fluor (largest number first): 4 of the compounds above.
molecule	Avidin fluor
O=C(CSc1nc2ccccc2c(=O)n1-c1ccccc1)N1CCN(CCO)CC1	24
COc1ccc(-c2nc(-c3cccc(C)c3)nc(N3CCN(C)CC3)c2C#N)cc1	17
O=C(O)CCc1nc2cccnc2n1Cc1ccccc1	13
COCCCNC(=O)/C(C#N)=C/c1ccc(F)cc1	11

The listing continues:
SMILES	GSH fluor	Bcl-B Bim block	RGS7-Gao	Bim-Bfl-1	RGS4-Gao reg	Avidin fluor	Bim-Bcl-2	Bcl-XL Bim block	ABCB1 inh	Bcl-W Bim block	ABCG2 block
CCOC(=O)C1(Cc2ccc(OC)cc2)CCN(C(=O)CN2CCOC2=O)CC1	10	0	94	-5	100	11	1	1	0.0	10	1
COc1cc(C(=S)N2CCOCC2)cc(OC)c1OC(=O)Cc1ccc(F)cc1	4	-20	120	10	96	11	2	-9	0.0	0	-1
Cc1ccc(Cl)cc1N1CCN(C(=O)Cc2csc(Nc3nc(=S)[nH]c4ccccc34)n2)CC1	11	-4	104	-3	105	10	-3	-1	-1.9	-3	-1
COc1ccc(N/N=C(/Oc2ccc([N+](=O)[O-])cc2)C(C)=O)cc1	15	0	100	1	104	9	3	0	0.9	0	2
Cc1ccc(C2=NN(C(=O)CSc3nc(N)cc(N)n3)C(c3ccco3)C2)cc1 (stereo unspecified)	22	-27	93	4	97	10	-6	-10	-1.5	-4	-5
COc1ccc(/C=N/NC(=O)c2cccnc2)cc1Cn1nc([N+](=O)[O-])c(Br)c1C	8	2	96	-2	104	12	3	2	-0.3	2	3
Cc1ccc(NC(=O)Cn2c(=O)oc3cc(S(=O)(=O)N4CCC(C)CC4)ccc32)cc1C	20	-6	94	-8	80	7	-4	0	0.1	0	0
Cn1c(-c2c(N)n(-c3ccccc3)c3nc4ccccc4nc23)nc2ccccc21	9	-5	104	-2	104	15	-2	-3	1.4	-2	4
CCOC(=O)c1ccc2nc(NC(=O)c3cccs3)sc2c1	23	-12	103	-21	104	34	-6	-8	-1.0	1	9
Cc1cccc(C)c1NC(=O)CN1C(=O)S/C(=C\c2cccn2C)C1=O	53	-3	98	-10	99	8	-6	-3	-0.2	0	-1
O=C(Nc1ccccc1)c1ccc(-c2ccccc2Cl)o1	16	-3	93	0	97	11	0	-2	0.2	1	22
CC(C)(C)c1ccc(C(=O)Nc2ccc(NC(=O)c3ccco3)cc2)cc1	8	0	101	0	101	10	1	1	-0.3	0	-1
CCSc1cc(N2CCOCC2)nc(-c2ccc(Cl)cc2)n1	8	0	104	0	102	6	4	-2	0.5	0	5
C[C@@H]1CCC[C@H](C)N1NC(=O)c1ccc(Cl)c(S(N)(=O)=O)c1	21	1	104	2	100	7	0	0	0.0	1	0
CN(C)S(=O)(=O)c1cccc(NC(=S)N/N=C/C2CC=CCC2)c1 (stereo unspecified)	18	-36	110	4	100	5	-3	-2	-0.8	1	-2
COC(=O)c1c(NC(=O)c2ccc(OC(C)C)cc2)sc2c1CC(C)(C)NC2(C)C	19	-8	88	-6	94	7	-3	0	2.7	-2	1
CCOC(=O)C1=C(c2cccc(F)c2)NC(=S)NC1C (stereo unspecified)	24	-8	98	-6	97	19	-4	0	0.2	0	1
COc1ccc(CNC(=O)c2cccc(C)c2[N+](=O)[O-])cc1	12	-6	103	0	101	5	0	-5	1.1	-2	26
COc1ccc(Cl)cc1NC(=O)CCc1ccccc1	6	0	103	-6	106	10	-3	-2	-0.1	2	1
O=C(NCc1ccccc1)C(c1ccccc1)N(Cc1ccc2c(c1)OCO2)C(=O)Cc1cccs1 (stereo unspecified)	43	-13	98	-14	99	4	-4	-6	4.1	-5	0
Clc1ccc(C(c2nnnn2C2CCCC2)N2CCN(Cc3ccncc3)CC2)cc1 (stereo unspecified)	15	0	97	0	99	8	0	0	1.7	-1	3
O=C(Nc1cccc(F)c1)C1C2C=CC3(CN(CCCN4CCOCC4)C(=O)C13)O2 (stereo unspecified)	13	-3	101	-8	98	6	-7	-5	-0.1	0	0
O=C(OCC(=O)N1CCN(C(=O)c2ccco2)CC1)c1cc(-c2cccc(Br)c2)nc2ccccc12	34	-11	102	-7	101	11	-11	-4	8.0	0	9
C/C(=N\NC(=O)CN(c1ccc(C)cc1)S(C)(=O)=O)c1cccs1	7	4	102	0	96	5	0	3	0.4	0	2
CC(=O)Nc1cccc(NC(C)=O)n1	27	-5	?	-4	98&100	6&9	-4	-7	0.9	-4	-6

Further compounds follow:
SMILES	GSH fluor	Bcl-B Bim block	RGS7-Gao	Bim-Bfl-1	RGS4-Gao reg	Avidin fluor	Bim-Bcl-2	Bcl-XL Bim block	ABCB1 inh	Bcl-W Bim block	ABCG2 block
CC(=O)N(C)c1ccc(NC(=O)c2cnn(C)c2)cc1	11	0	104	2	99	6	2	1	0.2	1	0
COc1ccc(NC(=O)C2CCCNC2)cc1OCC(C)C (stereo unspecified)	30	-3	100	-12	101	15	-4	-1	-0.2	1	11
O=C(C(Cc1ccccc1)N1C(=O)C2C3CCC(C3)C2C1=O)N1CCCCC1 (stereo unspecified)	17	6	99	-6	89	17	-17	8	1.2	20	6
CCOC(=O)c1c(NC(=O)CN2CCN(C(=O)c3ccco3)CC2)sc(C(N)=O)c1C	16	0	98	-5	98	11	-2	-5	0.1	-4	3
O=C(CN1CCN(c2cccc(Cl)c2)CC1)Nc1ccc([N+](=O)[O-])cc1C(=O)Nc1ccccc1F	13	-6	99	-6	101	12	-3	-4	1.1	-3	4
Cn1nnnc1SCc1ccccc1F	33	-6	94	-13	91	15	-9	-3	-0.3	2	-3
CCOC(=O)c1sc(NC(=O)c2c(C)nn(Cc3ccccc3)c2C)cc1C	19	0	100	0	104	34	-2	-1	0.6	-1	0
COc1ccc(OC)c(-n2nnnc2SCC(=O)Nc2ccccc2N2CCOCC2)c1	10	-2	96	-6	98	9	-3	-5	2.3	0	4
CCc1cc(C(=O)NCCN(C)C)cs1	37	-13	107	-14	100	6	-10	2	0.4	-1	2
CN(NC(=O)COc1ccccc1)c1ccccc1	20	-15	98	-16	96	11	-7	-11	0.3	-9	4
COc1ccc(C(=O)Nc2ccc(Cl)cc2C(=O)NCc2ccco2)cc1OC	11	2	107	-3	106	26	-4	2	1.4	1	6
COc1ccc(C)cc1S(=O)(=O)N1CCC(C(=O)NCCc2ccccc2)CC1	9	-4	104	0	104	6	-4	-6	0.5	-3	4
CCCCCCCCC(=O)NNC(=O)c1c(O)c2ccccc2n(CCC)c1=O	69	0	105	0	103	6	-1	-2	-1.3	1	2

Bioassay records (PubChem BioAssay)
